# TcdB GH inh = inhibitors of Clostridioides difficile toxin B glycohydrolase; TcdB glycohydrolase enzymatic assay, plate reader; P18177; 350,000 tested, 0.24% active; inhibition, % at 9.99 µM; in the data active means inhibition above about 10%
# An asterisk follows results filed as active.
SMILES,TcdB GH inh
O=C(C[C@H]1CC[C@H]2[C@@H](COC[C@@H](O)CN2C(=O)c2ccc3c(c2)OCO3)O1)NCCN1CCCCC1,-0.9
Cc1ccccc1-c1cnc2c(c1)C(=O)N([C@H](C)CO)C[C@H](C)[C@@H](CN(C)Cc1cncnc1)O2,-0.9
O=C(C[C@@H]1CC[C@@H](NS(=O)(=O)c2ccc(F)cc2)[C@H](CO)O1)N1CCc2ccccc2C1,-1.1
Cc1ccc(S(=O)(=O)NCC[C@@H]2CC[C@@H](NC(=O)c3cnccn3)[C@@H](CO)O2)cc1,-1.1
Cc1noc(C)c1S(=O)(=O)Nc1ccc2c(c1)C(=O)N([C@H](C)CO)C[C@@H](C)[C@H](CN(C)C(=O)Nc1ccccc1)O2,-1.4
C[C@H]1CN([C@@H](C)CO)C(=O)c2cc(NC(=O)Nc3ccc(F)cc3)ccc2O[C@@H]1CN(C)C(=O)NC1CCCCC1,-0.4
C/C=C/c1ccc([C@H]2[C@@H](CO)N(C(=O)CN(C)C)[C@@H]2CNC(=O)CC)cc1,-1.0
CCCNC(=O)N(C)C[C@@H]1Oc2ncc(C#C[C@H](C)O)cc2C(=O)N([C@H](C)CO)C[C@H]1C,1.4
CCCNC(=O)N1[C@H](C#N)[C@@H](c2ccc(C3=CCCC3)cc2)[C@H]1CO,-0.6
COc1cccc(S(=O)(=O)N(C)C[C@@H]2Oc3cc(C4=CCCC4)ccc3S(=O)(=O)N([C@@H](C)CO)C[C@@H]2C)c1,-0.3
CCC(=O)N1[C@@H]2c3ccc(-c4ccccc4F)c(=O)n3C[C@H]1[C@H](CO)[C@H]2C(=O)NC1CCC1,-2.4
O=C(CC1CC1)N1CC2(C1)[C@H](c1ccccc1)[C@H](CO)N2C(=O)C1CCOCC1,1.9
COc1ccc(NC(=O)N(C)C[C@H]2Oc3ncc(C#C[C@H](C)O)cc3C(=O)N([C@H](C)CO)C[C@H]2C)cc1,-0.4
CC(=O)N1[C@@H]2c3ccc(-c4ccccc4F)c(=O)n3C[C@H]1[C@H](CO)[C@H]2C(=O)N1CCOCC1,-7.5
C/C=C/c1ccc2c(c1)O[C@H](CN(C)C(=O)c1ccc(F)cc1)[C@H](C)CN([C@@H](C)CO)S2(=O)=O,1.3
CCCC(=O)Nc1ccc2c(c1)OC[C@@H](C)N(C(=O)c1ccccn1)C[C@H](C)[C@H](OC)CN(C)C2=O,-0.4
C[C@@H](O)C#Cc1cnc2c(c1)C(=O)N([C@@H](C)CO)C[C@H](C)[C@H](CN(C)C(=O)CC1CC1)O2,-0.7
O=C(C1CCCC1)N1CCCCN2[C@H](CO)[C@H](c3ccc(C#CC4(O)CCCC4)cc3)[C@@H]2C1,0.0
CO[C@H]1CC[C@H]2CCOc3ccc(C#N)cc3C(=O)N(C)C[C@@H](OC)[C@@H](C)C(=O)N(C)C[C@H]1O2,-1.3
CC=Cc1ccc2n(c1=O)C[C@@H]1[C@@H](CO)[C@H](C(=O)N(C)C)N[C@H]21 (mixture of isomers),-0.6
C[C@H]1CN([C@@H](C)CO)C(=O)Cc2cc(NC(=O)NC3CCCCC3)ccc2O[C@H]1CN(C)C(=O)NC1CCCCC1,0.4
C[C@H](CO)N1C[C@H](C)[C@@H](CN(C)C(=O)Nc2cccc3ccccc23)Oc2c(NS(C)(=O)=O)cccc2C1=O,-5.4
CN1c2ccc(Br)cc2[C@@H]2[C@@H](CCN2S(=O)(=O)c2ccccc2)[C@H]1CO,1.1
CO[C@H]1CN(C)C(=O)c2ccc(NC(=O)C3CCCCC3)cc2OC[C@@H](C)N(Cc2cccnc2)C[C@H]1C,0.5
O=C(C[C@@H]1C=C[C@H](NC(=O)c2cccc(F)c2)[C@@H](CO)O1)NCCN1CCCC1,1.4
CCCN(C)C[C@H]1OCCCC[C@H](C)Oc2ccc(NS(=O)(=O)c3ccc(C)cc3)cc2C(=O)N([C@H](C)CO)C[C@H]1C,1.8
O=C(NCCN1CCOCC1)[C@@]1(Cc2ccccc2)COC(c2ccc(OCCCO)cc2)=N1,0.0
Cc1noc(C)c1S(=O)(=O)N(C)C[C@@H]1OCCCC[C@H](C)Oc2ccc(NC(=O)NC3CCCCC3)cc2C(=O)N([C@@H](C)CO)C[C@H]1C,-2.2
N#C[C@@H]1[C@H](c2ccc(C3=CCCC3)cc2)[C@H](CO)N1S(=O)(=O)c1ccccc1,0.1
CNC[C@@H]1Oc2c(NC(=O)NC(C)C)cccc2C(=O)N([C@H](C)CO)C[C@@H]1C,2.3
CCCC#Cc1ccc([C@@H]2[C@H](C#N)N(C(=O)CN3CCOCC3)[C@H]2CO)cc1,1.0
CO[C@@H]1CN(C)C(=O)c2cc(NC(=O)C3CCCC3)ccc2OC[C@H](C)N(CC2CC2)C[C@H]1C,0.0
Cc1cc(C(=O)Nc2cccc3c2O[C@H](CN(C)Cc2ccncc2)[C@@H](C)CN([C@H](C)CO)C3=O)n(C)n1,-0.4
CCCC#Cc1ccc([C@H]2[C@@H](CO)N(C(C)=O)[C@@H]2CNC(=O)C2CC2)cc1,-0.3
Cc1ccc(S(=O)(=O)N[C@H]2CC[C@@H](CC(=O)N3CCc4ccccc4C3)O[C@@H]2CO)cc1,0.1
Cc1noc(C)c1NC(=O)N(C)C[C@H]1Oc2ccc(NC(=O)Nc3ccc4c(c3)OCO4)cc2CC(=O)N([C@H](C)CO)C[C@@H]1C,-2.6
C[C@H]1CN([C@@H](C)CO)C(=O)c2cccc(NC(=O)c3ccc(-c4nccs4)cc3)c2O[C@@H]1CN(C)Cc1ccc(C(F)(F)F)cc1,0.0
Cc1noc(C)c1S(=O)(=O)Nc1ccc2c(c1)C(=O)N([C@@H](C)CO)C[C@@H](C)[C@H](CN(C)Cc1ccncc1)OCCCC[C@H](C)O2,1.8
O=C(C[C@H]1C=C[C@H](NC(=O)Nc2ccc3c(c2)OCO3)[C@H](CO)O1)NCc1ccccc1,0.2
C[C@H](CO)N1C[C@H](C)[C@H](CN(C)S(C)(=O)=O)Oc2ccc(NC(=O)NC3CCCCC3)cc2C1=O,0.7
C[C@@H]1CCCCO[C@H](CN(C)S(=O)(=O)c2ccc(Cl)cc2)[C@@H](C)CN([C@H](C)CO)C(=O)c2cc(NC(=O)Nc3ccc(F)cc3)ccc2O1,0.4
CCCN(C)C[C@H]1OCCCC[C@H](C)Oc2ccc(NC(=O)CCC(F)(F)F)cc2C(=O)N([C@H](C)CO)C[C@H]1C,0.1
Cc1cccc(CN(C)C[C@@H]2Oc3ncc(-c4cccc(F)c4)cc3C(=O)N([C@H](C)CO)C[C@@H]2C)c1,0.4
C[C@@H]1CN([C@H](C)CO)C(=O)c2cc(C3=CCCCC3)cnc2O[C@@H]1CN(C)C(=O)c1ccncc1,-0.4
CCCC#Cc1cnc2c(c1)C(=O)N([C@@H](C)CO)C[C@@H](C)[C@@H](CN(C)C(=O)Nc1ccccc1F)O2,1.6
CNC[C@@H]1Oc2c(NS(=O)(=O)c3ccc(Cl)cc3)cccc2C(=O)N([C@H](C)CO)C[C@H]1C,-1.1
C[C@H]1CCCCO[C@@H](CN(C)C(=O)CCC(F)(F)F)[C@@H](C)CN([C@@H](C)CO)C(=O)c2cc(NC(=O)c3ccccc3)ccc2O1,-20
Cc1noc(C)c1NC(=O)N(C)C[C@@H]1Oc2ccc(NC(=O)Nc3cccc4ccccc34)cc2C(=O)N([C@H](C)CO)C[C@@H]1C,0.3
COc1ccc2c3c([nH]c2c1)[C@H](CO)N(S(=O)(=O)c1ccccc1)CC31CCN(C)CC1,-5.0
C[C@H]1CCCCO[C@H](CN(C)Cc2ccc(C(F)(F)F)cc2)[C@@H](C)CN([C@@H](C)CO)C(=O)c2cc(NC(=O)CCCN(C)C)ccc2O1,-0.2

# Next section
SMILES,TcdB GH inh
O=C(CC1CC1)N1CC(=O)N2[C@H](CO)[C@@H](c3ccc(C#Cc4cccc(F)c4)cc3)[C@@H]2C1,1.0
CC(C)NC(=O)NCC[C@@H]1CC[C@H](NC(=O)CN(C)C)[C@H](CO)O1,0.3
COc1ccc(NC(=O)N(C)C[C@@H]2Oc3c(NC(=O)NC4CCCCC4)cccc3C(=O)N([C@H](C)CO)C[C@@H]2C)cc1,1.3
CO[C@@H](CN(C)C(=O)c1ccc2c(c1)OCO2)[C@H](C)CN([C@@H](C)CO)S(=O)(=O)c1ccc(Cl)cc1,1.1
COc1ccccc1-c1ccc([C@@H]2[C@@H](CO)N(C(=O)CN(C)C)[C@H]2C#N)cc1,0.3
C[C@@H]1CN([C@H](C)CO)C(=O)c2cc(-c3cccnc3)cnc2O[C@@H]1CN(C)C(=O)Nc1ccccc1,1.5
Cc1ccc(S(=O)(=O)N(C)C[C@@H]2OCCCC[C@@H](C)Oc3ccc(NC(=O)Nc4ccc(C(F)(F)F)cc4)cc3C(=O)N([C@@H](C)CO)C[C@H]2C)cc1,-0.2
CCNC(=O)[C@@H]1[C@@H](CO)[C@@H]2Cn3c(ccc(-c4ccccc4F)c3=O)[C@@H]2N1CC,-0.3
CO[C@@H]1CN(C)C(=O)c2ccc(NC(=O)C3CCOCC3)cc2OC[C@@H](C)N(C(=O)Nc2ccc(C(F)(F)F)cc2)C[C@H]1C,-0.6
C[C@@H]1CN([C@@H](C)CO)C(=O)c2c(c3ccccc3n2C)-c2ccccc2CO[C@@H]1CN(C)C(=O)Nc1ccccc1,1.4
C[C@H](NC(=O)C[C@@H]1CC[C@H](NC(=O)C2CC2)[C@@H](CO)O1)c1ccccc1,-0.6
C[C@H](CO)N1C[C@H](C)[C@@H](CN(C)C(=O)Nc2ccc3c(c2)OCO3)Oc2ccc(NC(=O)CCN3CCOCC3)cc2CC1=O,-2.1
Cc1ccc(S(=O)(=O)N(C)C[C@@H]2OCCCC[C@@H](C)Oc3ccc(NS(=O)(=O)c4ccc(Cl)cc4)cc3C(=O)N([C@@H](C)CO)C[C@H]2C)cc1,-0.6
CC(C)NC(=O)N(C)C[C@H]1Oc2ccc(NC(=O)NC3CCCCC3)cc2CC(=O)N([C@@H](C)CO)C[C@H]1C,-0.3
COc1ccc(NC(=O)N(C)C[C@H]2OCCCC[C@@H](C)Oc3ccc(NC(=O)Cc4ccccc4)cc3C(=O)N([C@H](C)CO)C[C@@H]2C)cc1,1.0
CC(C)NC(=O)N(C)C[C@H]1OCCCC[C@H](C)Oc2ccc(NS(=O)(=O)c3ccccc3)cc2C(=O)N([C@@H](C)CO)C[C@@H]1C,0.8
CCCC(O)C#Cc1cnc2c(c1)C(=O)N([C@H](C)CO)C[C@H](C)[C@H](CN(C)C(=O)Nc1ccc3c(c1)OCO3)O2 (some centres undefined),-2.0
CN(C)c1ccc2c(c1)[C@@H]1C[C@@H](CC(=O)NCCN3CCCCC3)O[C@H](CO)[C@@H]1O2,-38
C[C@H]1CN([C@@H](C)CO)C(=O)c2cccc(N(C)C)c2O[C@@H]1CN(C)C(=O)Nc1ccc2c(c1)OCO2,1.0
Cc1ccc(S(=O)(=O)N(C)C[C@H]2Oc3c(NC(=O)Nc4ccc(C(F)(F)F)cc4)cccc3C(=O)N([C@H](C)CO)C[C@@H]2C)cc1,-1.4
COc1ccc(S(=O)(=O)N(C)C[C@H]2Oc3c(NC(=O)C4CCOCC4)cccc3C(=O)N([C@@H](C)CO)C[C@@H]2C)cc1,0.1
C[C@@H]1CN([C@H](C)CO)C(=O)c2cccc(NC(=O)Nc3ccc4c(c3)OCO4)c2O[C@@H]1CN(C)Cc1ccc(Oc2ccccc2)cc1,-17
N#C[C@H]1[C@@H](c2ccc(C#CCC3CCCC3)cc2)[C@H](CO)N1C(=O)CN1CCOCC1,-0.5
O=C(c1cccc(F)c1)N1CCCCN2[C@H](CO)[C@H](c3ccc(/C=C/c4ccccc4)cc3)[C@@H]2C1,-0.1
Cc1noc(C)c1NC(=O)N(C)C[C@@H]1Oc2ccc(NS(C)(=O)=O)cc2C(=O)N([C@H](C)CO)C[C@@H]1C,-0.5
CC(C)(C)[S@](=O)N1Cc2cc(C(=O)N3CCCCC3)nc(-c3cccc(-c4ccc(C#N)cc4)c3)c2[C@@H]1CCO,0.0
O=C(C[C@H]1C[C@H]2c3cc(NC(=O)c4cccnc4)ccc3O[C@H]2[C@H](CO)O1)NCc1ccccc1,-1.0
CC(=O)NC[C@@H]1[C@@H](c2ccc(-c3cccnc3)cc2)[C@H](CO)N1C(=O)C1CC1,0.5
O=C(C[C@H]1C[C@@H]2c3cc(NS(=O)(=O)c4ccc(F)cc4)ccc3O[C@@H]2[C@H](CO)O1)NCc1ccccc1,-0.6
Cc1ccc(S(=O)(=O)N(C)C[C@@H]2Oc3c(NC(=O)NC4CCCCC4)cccc3C(=O)N([C@H](C)CO)C[C@H]2C)cc1,2.0
C[C@H]1CN([C@@H](C)CO)C(=O)Cc2cc(NS(=O)(=O)c3ccccc3)ccc2O[C@H]1CN(C)C(=O)Nc1ccc(F)cc1,-0.1

# A portion of the library; rates above refer to the full screens.
